# m5-HT2A agonist = mouse Htr2a agonists via beta-arrestin recruitment, primary screen, cell-based, luminescence; 5-hydroxytryptamine receptor 2A (Mus musculus), P35363; CHO-K1 mHTR2A beta-arrestin complementation; percent of 30 µM serotonin response; activation, % at 7.6 µM; 0.66% of 360,000 active; AID 624169, 2012;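 active means activation above a run cutoff, the mean activation of all tested compounds plus 3 SD, cut at about 14% in these data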;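 further: 0% = plate median of compound wells and 100% = 30 µM serotonin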
# Target sequence (P35363 whole entry, looked up): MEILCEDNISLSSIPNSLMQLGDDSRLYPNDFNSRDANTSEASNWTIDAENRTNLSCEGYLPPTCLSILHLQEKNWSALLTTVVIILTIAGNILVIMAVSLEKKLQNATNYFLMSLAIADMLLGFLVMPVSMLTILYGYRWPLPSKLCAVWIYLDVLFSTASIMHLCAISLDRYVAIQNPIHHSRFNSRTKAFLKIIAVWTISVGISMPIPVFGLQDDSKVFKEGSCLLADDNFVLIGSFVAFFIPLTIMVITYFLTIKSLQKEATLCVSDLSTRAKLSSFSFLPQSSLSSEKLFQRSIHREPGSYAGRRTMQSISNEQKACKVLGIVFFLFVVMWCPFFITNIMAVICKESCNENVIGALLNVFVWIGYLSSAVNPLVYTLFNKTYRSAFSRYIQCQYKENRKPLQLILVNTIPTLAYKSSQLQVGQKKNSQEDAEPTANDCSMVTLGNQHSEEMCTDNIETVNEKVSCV
# MC4R ag barr = MC4R agonists recruiting beta-arrestin, primary screen, cell-based, luminescence, agonist arm of biased-ligand search; U2OS MC4R beta-arrestin complementation; percent of melanotan II response, DMSO zero; activation, % at 8.9 µM; 0.98% of 360,000 active;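 active means activation above a per-plate cutoff, the mean activation of sample wells on that plate plus 3 SD, cut at about 8% in these data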
# Target sequence (P32245 whole entry, looked up): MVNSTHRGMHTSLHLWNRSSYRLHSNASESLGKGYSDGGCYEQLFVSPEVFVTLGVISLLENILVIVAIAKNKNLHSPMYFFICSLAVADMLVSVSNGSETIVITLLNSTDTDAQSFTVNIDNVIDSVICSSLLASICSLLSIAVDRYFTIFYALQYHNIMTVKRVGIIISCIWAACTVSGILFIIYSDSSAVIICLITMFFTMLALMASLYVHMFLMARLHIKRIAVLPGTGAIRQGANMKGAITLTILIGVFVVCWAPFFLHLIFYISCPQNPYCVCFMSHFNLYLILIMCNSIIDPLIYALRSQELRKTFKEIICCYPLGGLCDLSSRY
# N-glyco inh = increase of ERlucT glycosylation luciferase signal, primary screen, N-linked glycosylation inhibitor project, D54 ERlucT cells, luminescence, set 2. D54 ERlucT glycosylation luciferase reporter, 24 h; percent of 100 nM tunicamycin response. reporter increase, % at 12.5 µM. 0.23% of 360,000 active;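 active means mean luciferase reporter signal, scaled so untreated is 0 and the glycosylation-blocking control 100, at or above a set limit in every replicate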;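 further: luciferase carries N-glycosylation sites so blocking glycosylation raises the light; 0% = median of neutral control wells and 100% = median of 100 nM tunicamycin wells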
# H9c2 protect = cardioprotection against H2O2-induced cell death, primary screen, uHTS, H9c2 cells, ATPLite luminescence; H9c2 cardiomyocytes, H2O2 injury protection, 2 h; protection from H2O2 cell death, % at 20 µM; 0.63% of 360,000 active; AID 588492, 2011;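 active means compounds giving at least 50% protection of heart cells from peroxide-induced death in the single-dose screen, raw or plate-pattern-corrected value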;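 further: 0% = DMSO wells with peroxide and 100% = DMSO wells without peroxide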
# ABHD5 PLIN5 PPI = ABHD5-PLIN5 interaction inhibitors, primary screen, cell lysate, split luciferase complementation, luminescence; Perilipin-5 (Homo sapiens) + 1-acylglycerol-3-phosphate O-acyltransferase ABHD5 (Homo …; Split G. princeps luciferase complementation, 4 h; inhibition, % at 4 µM; 0.78% of 360,000 active;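 active means inhibition above the mean inhibition across every tested compound plus 3 SD, cut at about 22% in these data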;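 further: 0% = DMSO only wells and the 100% control is not disclosed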
# aDG glyco up = activators of alpha-DG glycosylation, primary screen, uHTS, Pro5-aDG cells, AlphaScreen. alpha-DG glycosylation AlphaScreen (IIH6); 0% Pro5, 100% B10-LARGE cell signal. activation, % at 10 µM. 0.22% of 360,000 active;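 active means activation of at least 8% versus controls, or a plate z-score of at least 8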;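 further: Pro5 are CHO cells carrying HIG-tagged alpha-DG that lacks glycosylation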
# ABCB6 inh 2 = ABCB6 transporter inhibitors, primary screen, K562-ABCB6 cells, flow cytometry, MLPCN library. ATP-binding cassette sub-family B member 6 (Homo sapiens), Q9NP58. K562-ABCB6 porphyrin accumulation, 1 h; hits give low values. fluorescence ratio to DMSO, % at 10 µM. 0.19% of 360,000 active. AID 602162, 2011;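 active means fluorescence ratio to DMSO below 75%, the collection mean minus 3 SD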;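 further: signal is porphyrin accumulated inside mitochondria; 100% equals median channel fluorescence of DMSO control wells; lower ratio means ABCB6 inhibition with less porphyrin fluorescence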
# MC4R antag cAMP = MC4R antagonists of cAMP signaling, primary screen, cell-based, TR-FRET, antagonist arm of biased-ligand search. Melanocortin receptor 4 (Homo sapiens), P32245. MC4R-expressing cells, MTII-stimulated cAMP, LANCE TR-FRET. inhibition, % at 6.5 µM. 0.48% of 360,000 active;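 active means inhibition above its plate's cutoff, the mean of tested wells on that plate plus 3 SD, cut at about 29% in these data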;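 further: 0% = Melanotan II alone and 100% = Melanotan II plus saturating MCL0020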
#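 Test system: U2OS cells stably expressing human melanocortin 4 receptor (MC4R); also added: Melanotan II challenge; compound: 6.5 µM single dose; timing: 30-min compound preincubation, 1-h Melanotan II challenge, 1-h detection, room temperature; signal: Eu-cAMP/anti-cAMP TR-FRET, emission 671 nm; repeats: one well per compound, no replicates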
# Granule exo inh = LAMP-1 surface exposure blockers, TALL-104 cells – cell-based, flow cytometry, MLPCN library, primary screen; TALL-104 LAMP-1 surface exposure; cells stimulated with thapsigargin and PMA; inhibition, % at 10 µM; 0.66% of 360,000 active; AID 651702, 2012;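 active means inhibition above about 55%, limit read from the data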
# iPSC survival up = enhancers of single-cell hiPSC survival, primary screen, ATPlite luminescence. 100% = ROCK inhibitor wells, 0% = DMSO. survival enhancement, % at 20 µM. 0.044% of 360,000 active; in the data active means survival enhancement above about 18%;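 further: cells exposed to compounds for 16 hours before the ATP read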
# Starred values were filed as active, the others as inactive; x = not tested or not shown.
SMILES,m5-HT2A agonist,MC4R ag barr,N-glyco inh,H9c2 protect,ABHD5 PLIN5 PPI,aDG glyco up,ABCB6 inh 2,MC4R antag cAMP,Granule exo inh,iPSC survival up
CC(C)(C)c1ccc(C(=O)NC(=S)Nc2nc3c(s2)CCCC3)cc1,6,0.9,-10,-3,2,0.9,88,1,3,-2.3
Cc1ccc(NC(=O)COc2cccc3c2OC(C)(C)C3)c(O)c1,-7,-1.2,-2,-7,-2,0.1,88,4,10,-0.5
CSc1nnc(C)c(=O)n1COC(=O)c1ccc([N+](=O)[O-])cc1,0,-1.4,1,-5,-6,0.0,102,9,-3,-0.3
CCC(C)Nc1nc(OC(C(F)(F)F)C(F)(F)F)nc(OC(C(F)(F)F)C(F)(F)F)n1 (stereo unspecified),2,3.3,1,-10,2,-0.1,112,5,4,0.9
COc1ccc(CN(C)CC(=O)NC(C)c2ccccc2)c(OC)c1 (stereo unspecified),5,-1.0,-2,1,1,0.2,96,3,-1,-0.4
Oc1ccc(Br)cc1Cn1nnc2ccccc21,10,-0.8,-1,-13,2,0.0,99,-2,-13,0.4
Cc1ccc(Cn2cccc(NC(=O)CCC3CCCC3)c2=O)cc1,-4,-0.5,-3,-13,-8,0.1,97,1,2,-0.8
CC1=C(C#N)CCC(=O)N1Cc1c(C)cc(C)cc1C,7,-0.6,0,-9,1,-0.2,109,3,-2,1.6
CCC(=O)N1CCc2cc(S(=O)(=O)CCC(=O)NCc3ccco3)ccc21,4,0.9,-1,-4,0,1.0,102,2,-3,2.4
CCc1cnc(Nc2nc(C(N)Cc3ccc(Cl)cc3)cs2)nc1 (stereo unspecified),0,0.4,-1,8,-10,1.0,99,-6,10,-5.1
O=C(c1cc(-c2ccccn2)nc2ccc(Cl)cc12)N1CCN(CCc2ccccc2)CC1,-3,-0.1,-4,31,4,-0.1,95,-5,5,1.2
CS(=O)(=O)N(CC(=O)NCc1ccccc1)Cc1ccc(Cl)cc1,-3,0.6,1,-3,-3,-0.4,99,-3,-2,-3.8
COc1ccc2oc(C(=O)OCC(=O)NCC3CCCO3)c(C)c2c1 (stereo unspecified),0,-0.7,-1,3,6,-0.1,104,16,1,0.8
CCOc1ccc(C(=O)/C=C/c2cc(OC)c(OC)c(OC)c2)cc1,-4,1.6,13,2,4,0.1,100,24,1,-0.1
Nc1ccccc1C(=O)N1O[C@@H]2C=C[C@H]1C2,7,0.9,0,-5,10,-0.2,100,11,-3,1.0
Cc1ccc(C(=Cc2ccc([N+](=O)[O-])cc2)C(=O)O)cc1,-2,-3.0,0,-2,-5,0.1,101,1,-5,0.0
COc1ccc(S(=O)(=O)N2CCCOC2CNC(=O)C(=O)NCCCn2ccnc2)cc1 (stereo unspecified),-2,-3.5,2,1,2,-0.1,90,0,-3,-0.1
COc1ccc(CNC2CCCc3ccccc32)c(OC)c1 (stereo unspecified),1,1.9,1,-1,-7,0.3,99,3,3,-0.4
COC(=O)C[C@H]1c2ccccc2S(=O)(=O)N1C(C)C,-4,-2.1,2,1,-2,0.1,95,-2,27,-1.7
CCOC(=O)c1c(-c2ccc(F)cc2)csc1/N=C/N(C)C,1,2.1,2,-15,3,0.0,76,1,2,-0.2
O=c1cc(NC2CCCCC2)c2ccccc2o1,5,1.1,-1,-1,-15,0.5,102,4,1,-1.2
CCCn1c(C)cc(=O)c2cc(NC(=O)c3ccccn3)ccc21,0,-2.5,-2,17,5,0.3,100,10,0,0.6
COc1ccccc1NC(=O)C(C)OC(=O)/C=C/c1ccc2ccccc2n1 (stereo unspecified),-6,2.6,2,0,-4,0.7,96,9,-1,-0.6
CNC(=O)N/N=C(\N)c1ccccn1,4,-0.2,-1,7,7,-0.2,99,20,-10,0.2
CC(=O)NC(=S)Nc1ccccc1N1CCN(C(=O)c2ccccc2)CC1,0,1.3,2,5,4,-0.1,99,17,-1,3.5
C[C@H](CO)N1C[C@H](C)[C@@H](CN(C)S(=O)(=O)c2cccs2)Oc2c(NC(=O)C3CCCCC3)cccc2C1=O,3,-1.3,-1,0,-4,0.9,94,5,1,0.0
Cc1ccc(OC(=O)c2ccc(C)c(C)c2)cn1,-8,0.2,-1,-10,3,0.0,102,-3,-1,-3.1
O=C(NNC(=S)NC(=O)c1cccnc1)c1ccc(F)cc1,5,-2.4,3,8,-2,-0.1,101,9,0,-0.4
COc1ccc(Cl)cc1-c1cc(C(=O)Nc2ccc(F)cc2)[nH]n1,1,16*,2,2,-7,-0.2,97,2,-6,3.2
COc1cc(OC)nc(NC(C)=O)n1,-4,-1.5,2,-3,-5,0.0,101,0,-2,-2.2
CCn1c2ccccc2c2cc(NC(=O)c3ccc([N+](=O)[O-])cc3)ccc21,-5,3.0,0,-9,-5,-0.1,97,6,0,-1.0
O=C(COC(=O)c1c(F)cccc1Cl)NC(=O)Nc1ccc2c(c1)OCCO2,-1,4.8,-2,-8,-12,0.1,98,1,0,-0.5
CC1Cc2cc(S(=O)(=O)NCc3ccccc3)ccc2N1C(=O)C1CC1 (stereo unspecified),-5,1.9,-1,-5,-6,0.5,101,4,-6,-0.1
c1ccc(CSc2nnc(-c3ccccc3)c(-c3ccccc3)n2)cc1,7,-0.9,-10,-5,-8,0.2,91,8,-2,1.3
COc1cc(C(=O)NCC(c2cccs2)N2CCOCC2)cc(OC)c1OC (stereo unspecified),-7,3.8,2,-1,-2,0.4,99,22,-2,0.3
CC1CCCC(NC(=O)COC(=O)c2ccc3ccccc3n2)C1C (stereo unspecified),3,0.2,-1,4,-2,0.2,100,-1,43,-0.9
CCC(=NCCc1c(C)[nH]c2ccc(C)cc12)C1=C(O)CC(c2ccccc2)CC1=O (stereo unspecified),-3,-1.2,17,1,-3,-0.3,107,-22,-3,-1.1
COc1ccc(S(=O)(=O)NCC2CCC(C(=O)NCCC(C)C)CC2)cc1 (stereo unspecified),5,2.5,-1,-1,-11,-0.3,95,24,-5,0.3
O=C(Cn1c(NCCO)nc2ccccc21)c1cccs1,-2,-1.1,-2,4,18,-0.2,94,5,-1,1.4
CCC1CN(C(=O)NCc2ccccc2)c2cc(Cl)ccc2O1 (stereo unspecified),-1,2.7,-4,-3,4,0.2,97,11,2,-0.7
COC(=O)c1ccc(COC(=O)Cc2n[nH]c(=O)c3ccccc23)cc1,4,2.7,0,39,-1,0.6,97,-2,0,12
c1ccc(-c2ccc3sccc3n2)cc1,-1,-0.8,-3,-18,2,0.1,92,0,8,-1.7
Cc1ccc2nc(NCc3ccccc3)c(C=NCc3cccnc3)c(=O)n2c1,0,3.1,-1,9,-8,0.0,100,22,-5,-0.6
OC(CNc1nc2ccccc2s1)c1ccccc1 (stereo unspecified),-3,-0.5,3,-5,0,0.1,103,0,-1,-0.6
NC(=O)COC(=O)c1oc2ccccc2c1CSc1ccc(Cl)cc1,-2,1.8,-1,-4,0,-0.3,94,6,-2,5.9
COc1ccc2oc(=O)c(/C(C)=N/NC(=O)c3ccncc3)cc2c1,-2,-3.1,2,23,-3,-0.1,106,14,-1,-3.2
CC(=O)NC1CCCC(NC(C)=O)C1 (stereo unspecified),5,-1.5,1,3,2,-0.4,100,6,-3,2.5
CCOC(=O)C1CCCN(C(=S)Nc2ccc(C)cc2C)C1 (stereo unspecified),4,2.0,-2,5,-1,-0.1,91,2,-5,4.1
CCOC(=O)Cc1cn2c(=O)cc(CSCC(=O)Nc3ccc(C)c(C)c3)nc2s1,4,1.8,2,2,1,0.0,97,7,1,2.2
COc1ccc2oc(C(=O)OC/C(O)=C(\C#N)c3nc4ccccc4[nH]3)c(C)c2c1,4,-1.1,1,23,2,0.1,98,15,-3,-0.2
C[C@H]1CN([C@@H](C)CO)C(=O)CCCn2cc(nn2)CO[C@@H]1CN(C)C(=O)Nc1ccc(-c2cccs2)cc1,2,x,4,7,3,-0.2,95,x,-14,2.2

# Compounds listed so far that have a Cl atom:
SMILES,m5-HT2A agonist,MC4R ag barr,N-glyco inh,H9c2 protect,ABHD5 PLIN5 PPI,aDG glyco up,ABCB6 inh 2,MC4R antag cAMP,Granule exo inh,iPSC survival up
CCc1cnc(Nc2nc(C(N)Cc3ccc(Cl)cc3)cs2)nc1 (stereo unspecified),0,0.4,-1,8,-10,1.0,99,-6,10,-5.1
O=C(c1cc(-c2ccccn2)nc2ccc(Cl)cc12)N1CCN(CCc2ccccc2)CC1,-3,-0.1,-4,31,4,-0.1,95,-5,5,1.2
CS(=O)(=O)N(CC(=O)NCc1ccccc1)Cc1ccc(Cl)cc1,-3,0.6,1,-3,-3,-0.4,99,-3,-2,-3.8
COc1ccc(Cl)cc1-c1cc(C(=O)Nc2ccc(F)cc2)[nH]n1,1,16*,2,2,-7,-0.2,97,2,-6,3.2
O=C(COC(=O)c1c(F)cccc1Cl)NC(=O)Nc1ccc2c(c1)OCCO2,-1,4.8,-2,-8,-12,0.1,98,1,0,-0.5
CCC1CN(C(=O)NCc2ccccc2)c2cc(Cl)ccc2O1 (stereo unspecified),-1,2.7,-4,-3,4,0.2,97,11,2,-0.7
NC(=O)COC(=O)c1oc2ccccc2c1CSc1ccc(Cl)cc1,-2,1.8,-1,-4,0,-0.3,94,6,-2,5.9

# 2 consecutive compounds from above, quoted:
SMILES,m5-HT2A agonist,MC4R ag barr,N-glyco inh,H9c2 protect,ABHD5 PLIN5 PPI,aDG glyco up,ABCB6 inh 2,MC4R antag cAMP,Granule exo inh,iPSC survival up
O=c1cc(NC2CCCCC2)c2ccccc2o1,5,1.1,-1,-1,-15,0.5,102,4,1,-1.2
CCCn1c(C)cc(=O)c2cc(NC(=O)c3ccccn3)ccc21,0,-2.5,-2,17,5,0.3,100,10,0,0.6

# Compound activity deposited in PubChem BioAssay by several laboratories.
